# dFosB activator = activators of delta FosB homodimer, primary screen, biochemical, fluorescence polarization, TAMRA-CDK5 oligo, single point; Protein FosB (Mus musculus), P13346; purified delta FosB; percent of positive-control signal above neutral wells; activation, % at 25 µM; 0.99% of 340,000 active; AID 493131, 2011;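 active = mean activation above about 17%, with every replicate also reaching it, limit read from the data, passing the limit was not always enough; inconclusive = only one of the two conditions met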;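 also: fluorescence polarization rise as delta FosB binds a TAMRA Cdk5 AP-1 oligo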
# MITF TRPM1 HTS = activators of MITF-driven TRPM1 promoter reporter, primary screen, cell-based, SK-MEL-5, luciferase, single point. SK-MEL-5 TRPM1-promoter luciferase, 24 h; % of positive control, neutral wells = 0. activation, % at 12.5 µM. 0.75% of 300,000 active;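 active = mean activation of at least 80% with every replicate also reaching 80%; inconclusive = mean reaches 80% but some replicate falls short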;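 also: 0% = neutral control wells and 100% = parthenolide positive control wells; values of inactives mirror those of a sister screen read the other way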
# PKA-R1A activ = activators of PKA-R1A holoenzyme, primary screen, biochemical, fluorescence polarization, Cy5-IP20, bovine R1A, mouse PKAc; PKA-R1A dissociation; scaled: DMSO 0%, 113 µM cGMP 100%; activation, % at 11.4 µM; 0.083% of 340,000 active; cAMP-dependent protein kinase type I-alpha regulatory subunit (Bos taurus) + …;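 active = percent activation above the mean of all tested compounds plus 3 SD, cut at about 19% in these data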;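 also: higher means more PKAc released from R1A so a rise in polarization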
# DSG3 Ab inh = inhibitors of pemphigus antibody binding to DSG3, primary screen, biochemical, bead-based, flow cytometry, scFv-GFP; Desmoglein-3 (Homo sapiens), P32926; DSG3-coupled beads, scFv-anti-DSG3-GFP binding; hits give low values; binding (percent of control), % at 10 µM; 0.48% of 310,000 active;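 active = binding more than 3 SD below its plate's average and above zero; inconclusive = below that plate limit but binding exactly zero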;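 also: hits lower antibody fragment binding to DSG3; some compounds called inactive have numbers as strong as hits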
# SUMO Mot1 rescue = yeast Mot1-301 growth rescue at high temperature, primary screen, SUMOylation pathway inhibitor project, S. cerevisiae, ATP luminescence, 38.5C; 1% of 320,000 active; growth rescue, % at 18.8 µM; S. cerevisiae Mot1-301 growth rescue; percent above DMSO median, 100 means doubled;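 active = every valid replicate shows activation above 250% relative to neutral control wells; inactive = the rest, any valid replicate at or below 250%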;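 also: OY570 slx delta 5 strain wells were the positive control but not used for scaling; some compounds called inactive have numbers as strong as hits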
# NSD2 HMT inh = NSD2 histone methyltransferase inhibitors, primary screen, biochemical, AlphaScreen, single concentration, set 2. Histone-lysine N-methyltransferase NSD2 (Homo sapiens), O96028. NSD2 peptide methylation, 120 min. inhibition, % at 12.5 µM. 0.54% of 310,000 active. AID 743445, 2014; in the data active = inhibition above about 50%
# Target sequence (O96028 whole entry, looked up): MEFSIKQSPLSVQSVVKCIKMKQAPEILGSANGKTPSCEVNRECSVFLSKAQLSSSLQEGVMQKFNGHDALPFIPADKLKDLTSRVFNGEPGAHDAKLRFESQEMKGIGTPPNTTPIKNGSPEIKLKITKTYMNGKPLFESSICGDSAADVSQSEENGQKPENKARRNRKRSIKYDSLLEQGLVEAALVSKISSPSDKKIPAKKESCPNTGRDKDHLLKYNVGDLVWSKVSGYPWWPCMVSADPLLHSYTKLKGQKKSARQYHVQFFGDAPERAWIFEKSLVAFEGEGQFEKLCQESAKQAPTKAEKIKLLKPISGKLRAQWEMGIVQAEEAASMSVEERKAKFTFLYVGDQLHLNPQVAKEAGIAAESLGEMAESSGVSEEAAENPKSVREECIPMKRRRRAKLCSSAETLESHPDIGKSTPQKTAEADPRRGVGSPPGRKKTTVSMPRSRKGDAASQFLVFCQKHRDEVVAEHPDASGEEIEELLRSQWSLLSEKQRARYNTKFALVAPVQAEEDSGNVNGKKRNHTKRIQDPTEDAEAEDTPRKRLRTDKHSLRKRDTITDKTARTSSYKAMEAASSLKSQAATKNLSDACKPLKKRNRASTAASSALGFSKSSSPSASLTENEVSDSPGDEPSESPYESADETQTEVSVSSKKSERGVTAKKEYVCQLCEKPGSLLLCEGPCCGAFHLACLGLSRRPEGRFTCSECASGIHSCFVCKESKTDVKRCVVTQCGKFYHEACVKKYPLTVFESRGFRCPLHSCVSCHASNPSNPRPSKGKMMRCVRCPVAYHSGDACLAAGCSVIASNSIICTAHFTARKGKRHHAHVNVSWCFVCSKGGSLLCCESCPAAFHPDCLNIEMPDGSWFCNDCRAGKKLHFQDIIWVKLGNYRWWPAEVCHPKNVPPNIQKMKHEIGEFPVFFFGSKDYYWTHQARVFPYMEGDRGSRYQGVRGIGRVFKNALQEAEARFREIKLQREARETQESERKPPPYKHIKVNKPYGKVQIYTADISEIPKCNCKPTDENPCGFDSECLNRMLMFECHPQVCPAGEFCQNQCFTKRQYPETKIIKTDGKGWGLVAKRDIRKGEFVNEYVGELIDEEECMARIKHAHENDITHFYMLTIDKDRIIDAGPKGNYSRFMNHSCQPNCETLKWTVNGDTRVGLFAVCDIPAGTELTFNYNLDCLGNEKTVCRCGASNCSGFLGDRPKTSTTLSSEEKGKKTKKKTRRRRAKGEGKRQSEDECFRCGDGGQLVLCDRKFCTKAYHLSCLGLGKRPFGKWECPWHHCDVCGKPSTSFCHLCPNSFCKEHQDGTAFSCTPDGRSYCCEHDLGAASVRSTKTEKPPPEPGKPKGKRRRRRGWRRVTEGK
# SR-BI uptake up = activators of SR-BI mediated DiI-HDL uptake, primary screen, ldlA[mSR-BI] CHO cells, DiI fluorescence; AID 504775, 2011; 3 h; 100 = double the neutral-control signal; activation, % at 12.5 µM; 0.096% of 320,000 active;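 active = mean replicate activation of at least 60% and every replicate at or above 60%; inconclusive = mean or all-replicate condition met, but not both; inactive = mean below 60% and not all replicates reaching 60%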;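 also: 0% = median plate neutral-control signal and 100% = twice that signal; values of inactives mirror those of a sister screen read the other way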
#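 Material: SR-BI-overexpressing, LDLR-lacking CHO cells | Dosing: Single compound concentration, delivered by pin transfer | Probe or stimulus: Labelled HDL, 10 µg/mL | Signal: Bottom-read cell fluorescence after medium removal, ex 550/em 595 nm | Schedule: 3 h, 37 °C | Evaluation: HDL uptake via cellular fluorescence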
# SR-BI HDL uptake = inhibitors of SR-BI mediated HDL lipid uptake, primary screen, ldlA[mSR-BI] cells, fluorescence, single point; inhibition, % at 12.5 µM; ldlA[mSR-BI] CHO cells, DiI-HDL uptake fluorescence, 3 h; 0.96% of 320,000 active;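 active = mean replicate inhibition of at least 70% and a set share of replicates each scoring 70 or more; inconclusive = meets just one of the two criteria; inactive = fails both criteria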;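 also: 0% = median of neutral control wells and 100% = median of positive control wells; values of inactives mirror those of a sister screen read the other way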
# PKA-R2B activ = activators of PKA-R2B holoenzyme, primary screen, biochemical, fluorescence polarization, Cy5-IP20, human; cAMP-dependent protein kinase catalytic subunit beta (Homo sapiens) + cAMP-dependent …; PKA-R2B holoenzyme dissociation; R2B truncated from residue 108, S112A mutant; 0% DMSO only, 100% 113 µM cGMP; activation, % at 11.4 µM; 0.079% of 340,000 active; AID 504700, 2011;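 active = activation above a cutoff set at the mean over all compounds plus 3 SD, cut at about 18% in these data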;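 also: higher means more holoenzyme dissociation and a rise in polarization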
# CDK5 p35 inh = inhibitors of human CDK5/p35 kinase, primary screen, biochemical, single concentration; 0.01% of 330,000 active; inhibition, % at 10 µM; Recombinant CDK5/p35, ADP-Glo luminescence, 60 min; AID 488839, 2010;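 active = highest replicate inhibition of at least 50% and at least 75% of replicates reaching 50%; inconclusive = only one of the two criteria met; inactive = both criteria failed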;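 also: plate controls were DMSO neutral control for no effect and GW8510 at 10 µM for full effect; many of its hits are not listed in these tables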
# Arr AP2 block = inhibitors of beta-arrestin/AP2 binding, primary screen, biochemical, GPCR trafficking, flow cytometry; inhibition, % at 10 µM; beta-arrestin 1 C-terminal peptide binding to AP2 beta2-adaptin appendage (human); 0.31% of 340,000 active; FITC-arrestin peptide / GST-AP2 beads; AP2 beta2 appendage carries R879A mutation; AID 504490, 2011;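 active = inhibition above a set limit, near 3 SD of compounds lacking own fluorescence, cut at about 54% in these data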;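 also: plate controls were DMSO wells for no effect and 5 µM unlabelled arrestin peptide for full effect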
#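 Material – GST-tagged AP2 beta2-adaptin appendage (R879A) on 4 µm glutathione beads · Probe or stimulus – fluorescein-tagged arrestin peptide at 50 nM final · Timing – 12 min plus 1 h, RT · Detection – bead flow cytometry, FITC channel · Read-out basis – inhibition as reduced fluorescein signal on beads, percent · Medium – PBS plus Tween 20 (0.05%) and BSA (0.1%)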
# An asterisk follows results filed as active; ? = inconclusive; · = not tested or not shown. Compounds as they come; any-hit rate near 4.7%.
# Each structure is followed by: dFosB activator, MITF TRPM1 HTS, PKA-R1A activ, DSG3 Ab inh, SUMO Mot1 rescue, NSD2 HMT inh, SR-BI uptake up, SR-BI HDL uptake, PKA-R2B activ, CDK5 p35 inh, Arr AP2 block
C(=N\Nc1ncnc2nc[nH]c12)/c1cccs1
 : 3.5, 56.1, -4.8, 98.8, 8.4, -3.6, 5.4, -5.4, 0.2, 24.3, 29.5
COc1ccc(C2N(c3ccccc3)CCN2c2ccccc2)cc1O
 : -10.2, 15.9, 2.7, 95.8, -24.6, 6.2, 11.0, -11.0, 3.0, -3.8, -2.1
Cc1nn(CC(=O)N2CCC(C)CC2)c(=O)c2cccn12
 : 13.1, 3.4, -4.6, 106.4, -5.9, 2.5, 34.0, -34.0, -6.7, ·, 32.7
COc1ccc(C2C(C#N)=C(N)N(c3ccccc3)C3=C2C(=O)CCC3)cc1Cn1cc([N+](=O)[O-])cn1 (stereo not drawn)
 : -2.5, ·, -6.7, 114.3, -12.6, 3.9, 1.9, -1.9, -1.6, 0.4, 18.1
O=[N+]([O-])c1cc(S(=O)(=O)N2CCCC2)ccc1OCc1ccccc1
 : 3.5, -0.1, -0.9, 100.9, 18.1, 17.5, ·, ·, 2.5, 1.0, -14.9
C=CCN1C(=O)CSc2ccc(C(=O)NCc3ccco3)cc21
 : -6.3, -3.6, -4.2, 99.4, -11.7, -0.6, -12.3, 12.3, 0.6, 1.3, 0.3
O=C1N(c2ccccc2)C[C@@H]2C[C@@H](c3cc4ccccc4o3)N3CCC[C@@]123
 : -1.8, -39.2, -9.7, 101.1, ·, 1.8, 3.2, -3.2, -1.5, 5.8, 16.7
O=c1oc2ccccc2nc1/C=C(\O)c1ccc(Br)cc1
 : -4.6, 8.0, -0.8, 88.8, 5.6, -2.4, ·, ·, 11.7, 2.2, 11.8
COc1ccc(Nc2nc(N3CCOCC3)nc(N3CCOCC3)n2)c(OC)c1
 : -0.5, 14.2, -10.0, 100.9, 8.3, 1.8, -28.6, 28.6, -5.8, 1.8, -4.5
CCCCCCSc1ccc(-c2nc3cc(C)ccn3c2NC2CCCCC2)cc1
 : -2.3, -6.1, 6.6, 107.2, -10.0, -1.0, -71.6, ?, 4.8, -5.9, 8.2
CCOCCCNC(=O)C(NC(=O)c1ccc(=O)[nH]c1)c1ccc(C)cc1 (stereo not drawn)
 : -5.5, 3.5, 2.6, 100.9, -17.2, ·, 1.9, -1.9, -3.9, -2.3, -1.9
O=C(N/N=C\c1ccc(Cl)cc1)C1=NOC2COC3(CCN(c4ccc([N+](=O)[O-])cc4)CC3)OCC12 (stereo not drawn)
 : 6.1, -31.0, -10.9, 91.3, 21.5, 2.1, ·, ·, 9.2, -5.5, 42.4
O=C(NNS(=O)(=O)c1ccc(F)cc1)C1CCN(S(=O)(=O)c2ccccc2)CC1
 : 1.1, -1.3, -2.7, 101.6, -13.1, 6.5, 15.5, -15.5, 3.2, 1.0, 32.4
N#CC(C(=O)NC1CC1)c1nc2ccccc2nc1N1CCCC1 (stereo not drawn)
 : -12.0, 4.0, 4.9, 105.1, -6.3, 1.8, -13.9, 13.9, 0.2, -2.6, 10.9
O=C1CCN(S(=O)(=O)c2ccccc2)CCN1CCOCc1ccccc1
 : -8.2, -3.2, -5.6, 107.0, 59.5, ·, -6.8, -9.0, -2.9, -5.2, -0.8
CCOCCCNC(=O)c1ccccc1NC(=O)C1=C(C)OCCS1
 : -3.2, 2.1, 1.4, 93.6, 137.2, -3.5, 0.4, -0.4, 2.2, -1.3, -11.6
CCN1CCN(CC(O)COC(C)C)CC1 (stereo not drawn)
 : 4.7, 6.0, 1.6, 93.9, -15.9, 0.8, 36.0, -36.0, -7.0, 0.4, 4.3
Cc1cccc(CN2CCN(CC(C)C)C(CCO)C2)n1 (stereo not drawn)
 : 4.3, -3.2, -3.7, 101.7, -6.4, 11.6, 5.4, -5.4, 5.7, -1.1, 41.7
CCOc1ccccc1C(C(=O)NC1CCCC1)N(Cc1ccco1)C(=O)CNC(=O)c1ccco1 (stereo not drawn)
 : -4.6, 7.9, 1.5, 91.6, 316.5, -1.3, 5.7, -5.7, -7.0, -0.5, 4.8
NC(=S)n1[nH]c(-c2ccccc2)c(N=Nc2ccccc2C(=O)N2CCOCC2)c1=O
 : -1.8, -0.3, -2.8, 96.7, 6.4, 2.0, 0.4, -0.4, -0.2, 0.7, 5.2
CCCC[n+]1ccn(C2=C([O-])c3ccccc3C(=O)/C2=N\S(=O)(=O)c2ccc(Br)cc2)c1
 : 4.0, -94.2, -5.2, 105.7, 8.5, 31.1, -4.2, 4.2, -6.1, 1.3, 8.9
CC1=C(CC(=O)c2ccccc2)C(=O)c2ccccc2C1=O
 : -4.5, -63.5, -2.8, 100.5, 6.9, 14.8, -1.1, 1.1, 2.1, -1.0, -2.7
COc1ccc(CNc2nc3c(c(=O)n(Cc4ccc(Cl)cc4)c(=O)n3C)n2C)cc1
 : -0.1, -30.2, -11.2, 102.3, 8.9, -0.8, -20.9, 20.9, -8.4, 0.1, 29.0
COC(=O)NCC(c1cccnc1)N1CCOCC1 (stereo not drawn)
 : -7.7, -2.4, -10.8, 96.3, -16.2, ·, 22.2, -22.2, 0.9, -1.2, -1.4
OCC[C@@H]1C[C@@H](O)[C@H](O)[C@]2(Cc3ccccc3CO2)O1
 : 6.8, 0.6, -2.5, 106.9, -12.0, ·, 18.2, -18.2, -8.0, -0.3, -0.2
COC1=C(OC)C(=O)C(Sc2ccc3ccccc3c2)=CC1=O
 : 0.2, ·, 5.4, 65.9, ·, 24.9, 29.3, -29.3, 6.1, 4.1, 36.4
CCCCN1C(=O)c2ccc(C(=O)NC3(C)CCS(=O)(=O)C3)cc2C1=O (stereo not drawn)
 : -0.1, 2.3, 0.8, 21.4, -12.6, 0.5, ·, 2.9, 11.2, 0.7, -13.1
CCc1ccc(/C=N/NC(=O)c2cc(C3CC3)nc3ccc(Br)cc23)s1
 : -6.1, ·, 7.1, 95.6, -4.8, ·, -87.1, 87.1*, 9.6, -1.2, 0.4
O=C(COC(=O)c1ccccc1-c1nc2ccccc2s1)Nc1ccccc1C(F)(F)F
 : 0.5, -8.9, -6.6, 83.0, 60.5, -5.6, 12.7, -12.7, -5.3, -1.1, 7.7
NC(=O)c1sc2nc(N3CCOCC3)c3c(c2c1N)CCCC3
 : -9.8, 4.0, -12.6, 105.3, 13.0, 0.7, -6.2, 6.2, -5.4, 1.6, 3.3
O=c1[nH]c2cccnc2n1Cc1ccco1
 : 0.0, -4.3, -0.5, ·, 8.4, 0.5, 18.5, -18.5, 5.7, 1.1, -1.8
Cc1ccc(SCC(=O)OCC(=O)NCCc2ccccc2)cc1C
 : -15.1, 2.9, -3.5, ·, 9.8, -3.3, 1.5, -1.5, 10.8, 0.0, -5.3
COc1cccc(NC(=O)NC2CCN(Cc3nnnn3Cc3ccc4c(c3)OCO4)CC2)c1
 : -8.3, -7.8, -6.8, 87.4, -20.8, ·, -29.8, 29.8, -4.4, 0.3, -5.4
COc1ccc(CC(=O)Nc2nc3ccccc3s2)cc1S(=O)(=O)N1CCOCC1
 : -21.8, -3.5, -1.0, ·, 3.4, 4.2, -22.5, 22.5, -5.1, 0.9, -1.1
CCOC(=O)c1[nH]c(C)c(C(=O)Nc2ccc(F)cc2)c1C
 : 8.5, ·, 3.7, 105.2, -7.0, ·, -30.7, 30.7, -5.1, 0.1, 0.1
CC(=O)NCCNC(=O)c1ccc(Sc2ccccc2)c([N+](=O)[O-])c1
 : -8.5, 10.0, 0.0, 102.8, 114.7, 2.1, -11.8, 11.8, -7.2, -2.9, -1.3
N#Cc1ccc(-c2cn3c(n2)SCC3)cc1
 : -2.1, 67.8, 3.7, 99.1, -3.4, -3.3, ·, ·, -9.7, 1.7, 9.8
CCCC(=O)Nc1c(-c2cccc(C)c2)c(=O)c2ccccc2n1C
 : -2.8, -3.4, 3.5, 100.8, -3.0, -3.5, ·, ·, 3.9, -1.8, -21.9
Cc1onc(-c2ccccc2)c1C(=O)NNC(=S)NC(=O)c1ccc(Br)cc1
 : -1.0, 1.0, 5.3, 110.4, -13.2, 13.6, -3.1, 3.1, 3.6, 1.8, -9.1
COc1ccccc1N=c1sc2ccccc2n1C
 : 4.4, 7.5, -3.5, 96.8, -2.1, -0.8, -5.5, 5.5, -9.6, 0.7, -2.6
CC1(C)C2CCC1(CS(=O)(=O)N1CCCC1C(=O)O)C(=O)C2 (stereo not drawn)
 : 0.8, 10.0, 5.1, 92.5, -4.6, -1.0, 13.0, -13.0, -0.1, -4.4, 31.7
Cc1ccsc1/C=C/C(=O)O
 : 0.8, 5.8, -2.1, 100.2, -4.7, -0.1, 1.8, -1.8, 0.9, -0.7, -14.7
C=CCn1c(=N)n(CC(=O)c2ccc(Br)cc2)c2ccccc21
 : -2.3, ·, -8.9, 123.8, -20.7, 5.2, -4.4, 4.4, -7.0, -0.7, -16.2
CCC(=O)Nc1ccccc1C(=O)OCC(=O)c1cccc2ccccc12
 : -5.5, ·, -9.9, 96.1, -10.2, 0.5, 5.9, -5.9, -5.2, 0.3, 6.4
COc1ccc(NS(=O)(=O)c2ccc(C)cc2)c([N+](=O)[O-])c1
 : -1.1, -10.4, 2.8, 89.5, 399.0, 2.9, 15.4, -15.4, -0.2, 0.0, -3.8
